Screens as filed in PubChem BioAssay.
NCI-60 one-dose screen, 48 h, at 10 µM unless noted. Numbers give growth in % (100 = growth as untreated, 0 = no growth, -100 = all killed).
OVCAR-8: OVCAR-8 ovarian cancer | 4.4% of 81,000 active
OVCAR-5: OVCAR-5 ovarian cancer | 2.9% of 82,000 active | AID 1794783
OVCAR-4: OVCAR-4 ovarian cancer cells; 3.7% of 80,000 active; AID 1794784
PC-3: PC-3 prostate cancer cells; 3.9% of 80,000 active; AID 1794754
U251: U251 CNS tumor cells; 5.4% of 80,000 active
SK-OV-3: SK-OV-3 ovarian cancer cells; 3.2% of 80,000 active; AID 1794785
SF-268: SF-268 CNS cancer cells | 3.1% of 82,000 active | AID 1794759
OVCAR-3: OVCAR-3 ovarian cancer; 7% of 79,000 active; AID 1794787
DU-145: DU-145 prostate cancer; 4.2% of 81,000 active; AID 1794760
An asterisk follows results filed as active; · = not tested or not shown; & = joins results of further samples. Rule for the calls: active = growth percent below 10; inactive = the rest.

SMILES	OVCAR-8	OVCAR-5	OVCAR-4	PC-3	U251	SK-OV-3	SF-268	OVCAR-3	DU-145
N[C@@H](Cc1ccccc1)C(=O)O	103	105	112	84	99	110	103	112	111
Cc1cc2nc(-c3ccccc3)c(-c3ccccc3)nc2cc1C	108	115	99	106	105	108	116	113	112
O=C(O)c1cc(NC(=O)C(Cl)Cl)cc([N+](=O)[O-])c1	96	100	106	112	98	91	94	98	110
Fc1ccc2[nH]cc(-c3nn4cc(-c5cccnc5)nc4s3)c2c1	92	92	100	91	88	94	117	·	100
CCCCCCCCCC1OCC(CC)C(CCC)O1 (stereo not given)	96	104	114	89	108	100	112	138	117
CC(=O)OC1CCC2(C)C(=CCC3C2CCC2(C)C(C(=O)CC(C#N)(C#N)C(C#N)C#N)CCC32)C1 (stereo not given)	100	106	114	96	98	121	98	106	105
O=C(O)CC(c1ccccc1)c1ccccc1	108	114	115	99	102	102	97	106	104
CCCCN(C(=O)c1cnc(Cl)c(Cl)c1)c1c(N)n(CCC)c(=O)[nH]c1=O	99	94	109	26	104	104	103	111	107
Cc1ncsc1CCO	97&104	103&103	116&120	98&103	100&100	110&101	94&101	94&124	105&112
O=S(=O)(Nc1ccc(Cl)nn1)c1ccc(NC(=S)OCCO)cc1	101	103	108	85	106	98	103	111	113
O=S(=O)(Oc1ccc(/C=N/N=c2/sc(-c3ccccc3)cn2-c2ccccc2)cc1)C(F)(F)C(F)(F)C(F)(F)C(F)(F)C(F)(F)C(F)(F)F	102	107	104	99	104	100	103	126	120
NS(=O)(=O)c1ccc(N2C(=O)c3cccc4cccc(c34)C2=O)cc1	106	98	119	95	100	96	97	109	104
O=C1c2ccccc2C(=O)N1OCCCBr	96	102	101	94	96	101	110	112	112
COC(=S)SCN(CSC(=S)OC)c1ccccc1Cl	97	·	107	91	92	111	100	109	107
CC(=O)C(C(c1ccccc1)N1CCOCC1)N1CCOCC1 (stereo not given)	100	73	91	96	105	110	100	107	112

An excerpt from above in order of count of non-hydrogen atoms, ascending.
SMILES	OVCAR-8	OVCAR-5	OVCAR-4	PC-3	U251	SK-OV-3	SF-268	OVCAR-3	DU-145
Cc1ncsc1CCO	97&104	103&103	116&120	98&103	100&100	110&101	94&101	94&124	105&112
O=C(O)c1cc(NC(=O)C(Cl)Cl)cc([N+](=O)[O-])c1	96	100	106	112	98	91	94	98	110
CCCCN(C(=O)c1cnc(Cl)c(Cl)c1)c1c(N)n(CCC)c(=O)[nH]c1=O	99	94	109	26	104	104	103	111	107
O=S(=O)(Oc1ccc(/C=N/N=c2/sc(-c3ccccc3)cn2-c2ccccc2)cc1)C(F)(F)C(F)(F)C(F)(F)C(F)(F)C(F)(F)C(F)(F)F	102	107	104	99	104	100	103	126	120

Next part:
SMILES	OVCAR-8	OVCAR-5	OVCAR-4	PC-3	U251	SK-OV-3	SF-268	OVCAR-3	DU-145
O=C(/C=C/c1ccccc1)c1ccc(O)c(CN2CCN(c3cc4c(cc3F)c(=O)c(C(=O)O)cn4C3CC3)CC2)c1	9.7*	38	85	18	·	20	28	18	31
C[C@H](CCC(=O)NCc1ccc(C(=O)NCc2ccc(C(=O)NO)cc2)cc1)[C@H]1CC[C@H]2[C@@H]3[C@@H](O)C[C@@H]4C[C@H](O)CC[C@]4(C)[C@H]3CC[C@]12C	·	99	83	90	92	101	103	104	103
CCOC(=O)NC(=O)NC(=O)OCC	109	·	99	96	101	99	104	100	107
CN(C)c1ccc(C(c2ccc(N(C)C)cc2)c2cccc([N+](=O)[O-])c2)cc1	·	88	90	84	85	120	104	97	98
CC1(C)CC(=O)C2=C(C1)N(c1ccc(F)cc1F)C(N)=C(C#N)C2c1ccc(F)c(Br)c1 (stereo not given)	101	107	107	97	104	123	100	113	106
CCCCCCCCN(CCCCCCCC)CC(O)c1cc(C)c2ccc3cc(C(C)C)ccc3c2c1 (stereo not given)	99	110	111	91	89	109	95	103	101
CCN(CC)C(=O)N1CCN(C)CC1	108	105	109	103	101	106	110	117	112
O=C([C@H]1C[C@H]1c1ccc(S(F)(F)(F)(F)F)cc1)N1CCN(c2cc(Cl)ccc2C(F)(F)F)CC1	92	95	91	74	94	79	90	100	104
COc1ccccc1C(=O)Nc1cccc2c1C(=O)C(=O)C=C2	102	114	75	90	107	114	87	13	94
CC/C(=C(\c1ccccc1)c1ccc(OCCNC)cc1)c1ccccc1	-50*	-85*	-67*	-68*	-80*	-54*	1.3*	-92*	-67*
O=c1c2ccccc2oc2cc(Br)ccc12	106	108	99	95	90	95	100	105	116
COc1cc([C@H]2[C@]3(C#N)C(N)=NC(=C(C#N)C#N)[C@]23C#N)cc(OC)c1OC	104	95	101	94	108	110	102	106	112
Nc1ccn(C2OC3COC2C3O)c(=O)n1 (stereo not given)	91	91	96	96	95	95	104	106	108
O=c1cc(NNC(=S)NCc2ccccc2)c2cc(Cl)ccc2[nH]1	91	99	99	94	93	99	98	101	106
CC1CCN(CCCCCOc2ccc3oc4ccc(Cl)cc4c(=O)c3c2)CC1	60	73	77	55	50	84	78	75	79

The list continues:
SMILES	OVCAR-8	OVCAR-5	OVCAR-4	PC-3	U251	SK-OV-3	SF-268	OVCAR-3	DU-145
O=C(Nc1cc(F)ccc1C1=NCC(CO)O1)c1ccccc1 (stereo not given)	103	97	98	95	96	92	105	116	105
COc1ccc2[nH]c(=O)c(COC(=O)CC(=O)O)cc2c1	111	101	103	93	112	115	105	110	116
O=C1[C@@H]2Cc3c([nH]c4ccccc34)[C@H](c3ccc(Cl)cc3)N2C(=O)CN1C1CCN(CC2CCCCC2)CC1	90	103	98	80	91	84	84	·	104
COc1ccc(C(C#N)CC(=O)c2ccc(OCc3ccccc3)c(OC)c2)cc1OC (stereo not given)	89	101	·	85	89	110	98	94	105
COc1ccc(OCC(=O)OC(C)C)cc1	105	100	101	103	104	112	93	99	101
COc1cc(C2CC(=O)Nc3c2ncn3-c2ccc(Cl)cc2)cc(OC)c1OC (stereo not given)	103	98	89	80	90	86	82	103	97
CCC(C#N)N(Cc1ccc(CN(C(=O)c2ccccc2)C(C#N)CC)cc1)C(=O)c1ccccc1 (stereo not given)	99	90	81	63	87	99	75	74	88
Nc1nc(N)c(-c2nc3ccccc3s2)c(CCCO)n1	107	106	104	97	114	107	101	109	107
CCCOC(=O)C(O)c1ccccc1 (stereo not given)	114	95	119	101	115	107	100	106	113
O=C1NC2C(NC(=O)N2Cl)N1Cl (stereo not given)	95	81	92	95	116	111	109	106	118
CC(C)CC(C#N)C(N)=O (stereo not given)	104	105	101	93	101	92	104	110	114
COc1nc2c(c(=O)n1C)CN(c1ccccc1)C=N2	97	110	103	·	108	91	107	100	105
O=C1NC(c2ccccc2)(c2ccccc2)C(=O)N1CCN1C(=O)c2ccccc2C1=O	101	109	93	96	104	97	106	112	114
N/C(=N\Cl)C(Cl)(Cl)Cl	105	115	111	98	103	106	95	105	96
C/C(Cc1ccc(Cl)cc1)=C(\c1ccc(OCCN2CCCCCC2)cc1)c1ccc(OC(=O)Cc2ccccc2)cc1	72	74	85	54	42	91	60	70	76

Remaining list, next part
SMILES	OVCAR-8	OVCAR-5	OVCAR-4	PC-3	U251	SK-OV-3	SF-268	OVCAR-3	DU-145
Cc1cc(=O)oc2cc(OCC(O)CNN3C(=O)c4cccc5c(N6CCCC6)ccc(c45)C3=O)ccc12 (stereo not given)	100	97	84	89	92	96	87	104	85
O=c1oc2ccccc2cc1-c1csc(N=Nc2c(O)[nH]c3ccc(Cl)cc23)n1	110&96	116&96	99	108&100	101&95	94	82&98	102&107	98&108
CCC/C=C/C=N/NC(=S)NC1CCCCC1	97	113	85	93	97	88	95	107	100
Cc1cc(-c2ccc(N=Nc3c(S(=O)(=O)O)cc4cc(S(=O)(=O)O)cc(N)c4c3O)c(C)c2)ccc1N=Nc1c(S(=O)(=O)O)cc2cc(S(=O)(=O)O)cc(N)c2c1O	83	65	100	84	105	80	94	93	109
O=c1oc2ccc(-c3ccc(F)cc3F)cc2c(=O)n1-c1ccc(F)c(F)c1	8.2*	13	9.1*	13	12	6.1*	14	5.6*	18
COc1cc(Cl)cc(-c2nn(C(=O)NS(=O)(=O)c3ccc(Cl)cc3)cc2-c2ccncc2)c1	27	87	17	89	71	85	67	98	84
CC(=O)OCC(=O)[C@H]1CC[C@H]2C3=CC=C4C[C@@H](OC(C)=O)CC[C@]4(C)C3=CC[C@]12C	104	103	·	88	100	102	94	106	104
COC(=O)c1cncc(C(=O)Nc2ccc(-n3cnc4ccccc43)cc2)c1	97	101	107	92	91	108	92	108	105
CCCCCCCC(N)=O	111	102	107	·	104	100	96	104	98
Cc1ccc2c(c1)/C(=N\N=C/c1cn(C(C)C)c3ccccc13)C(=O)N2	54	70	38	35	64	89	66	-2.4*	72
COc1c(N2CC3CCCNC3C2)c(F)cc2c(=O)c(C(=O)N/N=C/c3ccc(F)cc3)cn(C3CC3)c12 (stereo not given)	92	96	91	76	81	110	83	93	102
CN1CC=C(c2cc(NC(=O)Nc3ccc(Oc4ccnc(NC(=O)C5CC5)c4)c(F)c3)cc(C(F)(F)F)c2)CC1	-2.1*	7.5*	3.2*	3.7*	-1.8*	17	-1.8*	8.3*	9.5*
COc1ccc(C2=NN(c3ccccc3)C(c3ccc(OCc4ccccc4)c(OC)c3)C2)cc1OC (stereo not given)	93	102	113	93	108	98	90	109	113
CNC(=O)c1cc(Oc2ccc3nc(NC(=O)Nc4ccc(N5CCC(N(C)C)CC5)cc4)sc3c2)ccn1	89	114	81	95	58	102	85	90	74
CCOC(=O)/C=C1\S/C(=N\Nc2cc(=O)[nH]c3ccc(C)cc23)N(Cc2ccccc2)C1=O	91	102	94	94	95	104	101	104	105

At a glance, part of the list above.
SMILES	OVCAR-8	OVCAR-5	OVCAR-4	PC-3	U251	SK-OV-3	SF-268	OVCAR-3	DU-145
COc1ccc(C2=NN(c3ccccc3)C(c3ccc(OCc4ccccc4)c(OC)c3)C2)cc1OC (stereo not given)	93	102	113	93	108	98	90	109	113
CNC(=O)c1cc(Oc2ccc3nc(NC(=O)Nc4ccc(N5CCC(N(C)C)CC5)cc4)sc3c2)ccn1	89	114	81	95	58	102	85	90	74
CCOC(=O)/C=C1\S/C(=N\Nc2cc(=O)[nH]c3ccc(C)cc23)N(Cc2ccccc2)C1=O	91	102	94	94	95	104	101	104	105

(continued)
SMILES	OVCAR-8	OVCAR-5	OVCAR-4	PC-3	U251	SK-OV-3	SF-268	OVCAR-3	DU-145
CC(=O)CC(=O)Nc1cccc(Br)c1	103	98	98	109	99	113	106	105	114
O=[N+]([O-])c1cc(Br)cc2c1[nH]c1ccc(Br)cc12	58	80	-26*	60	58	34	73	43	77
COc1cc(/C=C/C(=O)/C=C(O)/C=C/c2ccc(OC(=O)c3csc4ccccc34)c(OC)c2)ccc1OC(=O)c1csc2ccccc12	101	105	105	111	103	112	92	103	105
COc1ccc(C(=O)Nn2c(NCC(=O)N3c4ccccc4Sc4ccccc43)nnc2-c2ccc(O)cc2)cc1	101	89	120	98	97	105	111	121	116
CC(=O)O[C@]1(C)CC[C@H]2[C@H](CNCCc3ccc(Cl)cc3)C(=O)O[C@@H]2C2=C(C)C(=O)C[C@H]21	93	100	87	87	91	101	91	99	89
COc1cc(C(=O)O)nc(SC)n1	110	103	102	104	104	112	98	105	102
O=C1CCCN1C(O)CCN(Cc1ccccc1)Cc1ccc(Cl)cc1 (stereo not given)	97	99	103	95	102	101	105	108	110
COc1ccc(OC)c(N(CCN2C(=O)c3ccccc3C2=O)C(=O)C2CCC(=O)C2C)c1 (stereo not given)	102	104	106	109	105	100	108	113	115
CC[C@H]1OC(=O)[C@H](C)[C@@H](O[C@H]2C[C@@](C)(OC)[C@@H](O)[C@H](C)O2)[C@H](C)[C@@H](O[C@@H]2O[C@H](C)C[C@H](N(C)C)[C@H]2O)[C@](C)(OC)C[C@@H](C)C(=O)[C@H](C)[C@@H](O)[C@]1(C)O	101	100	102	95	99	115	108	105	108
O=C(O)c1c2ccccc2nc2[nH]c3ccccc3c12	100	101	110	90	100	100	102	·	112
NC(CCC(=O)NC(CS)C(=O)NCC(=O)O)C(=O)O (stereo not given)	99	98	108	81	106	116	103	110	112
CC[C@@H](C)/C=C(C)/C=C/C(=O)c1c(O)c(-c2ccc(OC(=O)[C@@]34CC[C@@](C)(C(=O)O3)C4(C)C)cc2)cn(O)c1=O	20	56	·	·	16	28	-1.5*	30	11
CCCCn1c(=O)c2c(nc(NCCc3ccc(OC)c(OC)c3)n2C)n(C)c1=O	102	101	103	·	95	115	101	110	108
Cc1nc2ccc(Br)cn2c1-c1nnc(SCc2cc(F)ccc2F)o1	100	115	86	103	92	·	106	107	98
Cc1cc(C)c2c(n1)nn1c(-c3cc4c(ccc5ccccc54)oc3=O)ccnc21	99	110	113	90	98	101	99	105	109

The list continues.
SMILES	OVCAR-8	OVCAR-5	OVCAR-4	PC-3	U251	SK-OV-3	SF-268	OVCAR-3	DU-145
O=C1OC(c2ccccc2)C(O)=C1c1ccccc1 (stereo not given)	100	99	121	99	100	115	96	102	112
Cc1ccc(-c2nc3sc(C)nn3c2-c2nc3cc(Cl)c(F)cc3[nH]2)cc1	89	100	121	64	98	107	108	108	107
N#Cc1ccc(-c2ccc(-c3cccs3)o2)cc1F	64	101	78	87	67	52	71	80	88
FC(F)(F)c1[nH]ncc1-c1nc2ccc3n[nH]c(C#Cc4cccnc4)c3c2c2c1CCCC2	46	67	81	47	55	28	50	54	45
CCCCSc1nc2c([nH]1)c(=O)n(C)c(=S)n2C	106	109	96	103	97	99	109	101	97
CCCCC1Nc2nc(OC)n(C)c(=O)c2CN(Cc2ccccc2)C1=O (stereo not given)	107	95	100	·	90	109	109	117	113
COc1ccc(NC(=O)c2sc3ncccc3c2N)cc1	95	99	98	89	99	95	98	92	107
